GLS inh: inhibitors of human glutaminase (GLS). 0.21% of 410,000 active. Potency, µM (series often up to 45.5 µM), inactives show at the top dose activity change, negative = inhibition, usual class: inhibitors. AID 624170. GLS enzymatic activity, qHTS titration; also: potency is read from the fitted curve at half-maximal effect; % is scaled to controls: 0 for no effect and ±100 for the full control effect
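Human kidney-isoform GLS in 45 mM KH2PO4 pH 8.2, 0.02% Tween-20, with compound, started with 1mM L-Glutamine (added stock). Glutamate oxidase/HRP/Amplex red coupled fluorescence read at start and after 30 min at RT.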
Pin1 inhibitor: human Pin1 inhibition; Q13526; Pin1 FP peptide displacement, HiFluor488, 10 min; Potency, µM (series often up to 115 µM), for the others: top-dose activity, negative = inhibition, actives largely listed as inhibitors; 0.009% of 390,000 active; active = well fitted inhibition curve with a large enough effect in the polarisation, with a control signal flat, not every such curve was filed as active; inconclusive = small, poorly fitted or top-dose-only effect, or effect the other way, or a change in a side signal; inactive = no such curve, though single readings can be large or run the other way; the % refers to the polarisation; also: potency is read from the fitted curve at half-maximal effect; % is scaled to controls: 0 for no effect and ±100 for the full control effect
Target sequence (Q13526 whole entry, looked up): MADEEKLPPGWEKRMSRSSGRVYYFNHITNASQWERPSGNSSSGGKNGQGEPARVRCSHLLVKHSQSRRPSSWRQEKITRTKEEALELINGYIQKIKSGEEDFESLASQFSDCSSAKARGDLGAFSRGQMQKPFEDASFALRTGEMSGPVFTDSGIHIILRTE
Pol eta inh: blocks human DNA polymerase eta activity; Potency, µM (highest dose often 114 µM), for the others: at the top dose activity change, negative = inhibition, usual class: inhibitors; recombinant Pol eta, fluorescent DNA replication assay; 1.2% of 390,000 active; Q9Y253; also: potency is read from the fitted curve at half-maximal effect; % is scaled to controls: 0 for no effect and ±100 for the full control effect
Target sequence (Q9Y253 whole entry, looked up): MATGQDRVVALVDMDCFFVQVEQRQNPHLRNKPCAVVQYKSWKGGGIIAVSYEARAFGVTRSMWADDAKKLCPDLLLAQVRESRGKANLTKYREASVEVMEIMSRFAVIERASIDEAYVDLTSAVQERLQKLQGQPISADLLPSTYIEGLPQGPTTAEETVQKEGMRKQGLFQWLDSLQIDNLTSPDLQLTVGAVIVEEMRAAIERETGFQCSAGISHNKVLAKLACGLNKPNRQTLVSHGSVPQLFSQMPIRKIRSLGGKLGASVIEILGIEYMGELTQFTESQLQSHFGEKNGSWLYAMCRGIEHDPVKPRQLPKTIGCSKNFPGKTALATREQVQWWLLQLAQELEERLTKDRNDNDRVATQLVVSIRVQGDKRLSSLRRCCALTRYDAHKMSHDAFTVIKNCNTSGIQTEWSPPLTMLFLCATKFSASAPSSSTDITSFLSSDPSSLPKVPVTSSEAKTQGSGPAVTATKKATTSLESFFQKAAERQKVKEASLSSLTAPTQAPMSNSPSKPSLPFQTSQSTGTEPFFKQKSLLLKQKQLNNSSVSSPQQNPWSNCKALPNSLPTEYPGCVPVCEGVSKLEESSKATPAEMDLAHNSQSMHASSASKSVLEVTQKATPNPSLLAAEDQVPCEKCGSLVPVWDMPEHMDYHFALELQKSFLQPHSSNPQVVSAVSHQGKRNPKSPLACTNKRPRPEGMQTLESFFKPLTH
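Pol eta at 10 nM preincubated with compounds 15 min at room temperature; reaction started with fluorescent substrate (50 nM final) and read kinetically at 0 and 10 min.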
G9a block: blocks human histone lysine methyltransferase G9a. Q96KQ7. G9a H3K9 monomethylation, AlphaScreen, 2 h. Potency, µM (highest dose often 102 µM), inactives show at the highest dose activity, negative = inhibition, most hits filed as inhibitors. 8.8% of 350,000 active. AID 504332; also: potency is read from the fitted curve at half-maximal effect; % is scaled to controls: 0 for no effect and ±100 for the full control effect; nearly all actives have a fitted effect of over 75% in size
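Enzyme 20 nM + cpd, 15 min RT; add b-H3K9 pep 500 nM / SAM 20 uM; 2 h RT; anti-H3K9me1 Ab 0.5 ug/mL + SA donor / anti-rabbit acceptor beads 20 ug/mL each, 10 min; AlphaScreen read.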
JMJD2A Tudor inh: blocks the human JMJD2A Tudor domain | O75164 | AlphaScreen JMJD2A-Tudor / H3K4me3 peptide binding | Potency, µM (top dose mostly 114 µM), inactives show at the top dose activity change, negative = inhibition, usual class: inhibitors | 4.4% of 390,000 active | AID 504339; also: potency is read from the fitted curve at half-maximal effect; % is scaled to controls: 0 for no effect and ±100 for the full control effect; nearly all actives have a fitted effect of over 50% in size
PGK inhibitor: inhibitors of T. brucei phosphoglycerate kinase; PGK/GAPDH coupled, Kinase-Glo luminescence, 60 min; P07378; Potency, µM (top dose mostly 57.5 µM), for inactives: top-dose activity change, negative = inhibition, actives largely listed as inhibitors; 0.043% of 380,000 active; also: potency is read from the fitted curve at half-maximal effect; % is scaled to controls: 0 for no effect and ±100 for the full control effect; nearly all actives have a fitted effect of over 60% in size
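Luminescent ATP detection (Kinase-Glo Plus) follows a 60-minute room-temperature incubation, with wells lacking PGK as controls. Buffer: 100 mM TEA (pH 7.6), 5 mM MgCl2, 0.01% Tween-20. Coupling enzyme GAPDH (100 nM final) supplies unstable 1,3-BPG in-well.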
PI4K2A inh: PI4K2A (human) kinase inhibition | Q9BTU6 | purified PI4K2A, ADP-Glo luminescence, 1 h; active compounds read low | activity change, negative = inhibition, % at 76.9 µM | 0.13% of 420,000 active; in the data active = activity change below about -50%; inconclusive = mostly about -30% to -49%;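 also: -100% = wells without enzyme as full effect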
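ADP-Glo luminescence measured ADP generated by PI4K2A enzyme (4 ug/mL before mixing) with 1.2 mM PI substrate (pre-mix) and 300 microM ATP (pre-mix). Tris pH7.5 buffer with MgCl2, Triton X-100; 1 h reaction at ambient temperature.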
BAZ2B block: BAZ2B (human) inhibition; Potency, µM (top dose mostly 114 µM), for the others: top-dose activity change, negative = inhibition, actives largely listed as inhibitors; AlphaScreen BAZ2B-H3K14Ac peptide displacement; Q9UIF8; AID 504333; 4.4% of 360,000 active; also: potency is read from the fitted curve at half-maximal effect; % is scaled to controls: 0 for no effect and ±100 for the full control effect; nearly all actives have a fitted effect of over 60% in size
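Protein-peptide AlphaScreen: BAZ2B 50 nM, b-H3K14Ac 50 nM, 1x PBS pH 7.4 + 0.01% Tween-20. Preincubation 30 min RT; cpd 30 min RT (top 110 uM); beads 20 min RT, light-protected.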
HP1b chromo inh: blocks HP1-beta chromodomain binding to methylated histone tails | P83916 | Potency, µM (series often up to 114 µM), for inactives: top-dose activity change, negative = inhibition, hits mostly inhibitors | 0.56% of 390,000 active | AlphaScreen HP1-beta / biotin-H3K9me3 peptide binding; also: potency is read from the fitted curve at half-maximal effect; nearly all actives have a fitted effect of over 70% in size; inactives centre near 23
Target sequence (P83916 whole entry, looked up): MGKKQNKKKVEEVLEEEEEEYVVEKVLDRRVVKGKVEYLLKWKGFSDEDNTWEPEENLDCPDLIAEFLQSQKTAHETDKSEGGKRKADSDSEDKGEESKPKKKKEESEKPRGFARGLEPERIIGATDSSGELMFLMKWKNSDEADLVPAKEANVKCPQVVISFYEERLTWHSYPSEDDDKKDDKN
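Compound inhibition of the preformed complex between 50 nM HP1-beta and 50 nM biotinylated H3K9me3 peptide was read by AlphaScreen. Buffer was PBS pH 7.4 with 0.01% Tween-20. Incubations ran 30 min at room temperature, with 10 ug/mL donor/acceptor beads.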
Numbers without * were called inactive; i = inactive; ? = inconclusive; · = no result given; & = joins results of further samples; [ ] = another dose, or the depositor's remark. Unless noted, calls follow the shape of the dose curve; as a rule, active = well fitted curve in the direction sought with a large enough effect; inconclusive = small, poorly fitted or top-dose-only effect, or another doubt; inactive = no such curve, though single readings can be large; an effect the other way counts as inactive or inconclusive. This is a subset; count on the stated rates, not on these rows.

SMILES	GLS inh	Pin1 inhibitor	Pol eta inh	G9a block	JMJD2A Tudor inh	PGK inhibitor	PI4K2A inh	BAZ2B block	HP1b chromo inh
C/C(=N\Nc1cccc(Cl)c1)C1(C)N(O)C(C)(C)C(c2ccco2)=[N+]1[O-] (stereo not drawn)	4%	-4%	-4%	45µM*	-27%	-4%	2	-34%	28%
COc1ccccc1OCC(=O)N1CCN(c2ccccc2OC)CC1	5%	?	3%	?	-19%	·	2	2%	27%
Cc1nc(SCc2ccc(F)cc2)c2oc3ccccc3c2n1	9%	-6%	-8%	·	18%	16%	4	4%	67%[activator]
CC(=O)N1c2ccccc2NC2=C(C(=O)CCC2)C1c1ccc(F)cc1 (stereo not drawn)	2%	6%	-1%	-10%[59 µM]	-8%	-5%	0	-3%	35%
O=C(NCCN1CCCCC1)Nc1ccc(F)c(Cl)c1	-5%	0%	-5%	-50%[59 µM]	-4%	1%	6	7%	2%
Cc1cc(C)nc(NS(=O)(=O)c2ccc(NC(=O)C(C)Oc3ccccc3F)cc2)n1 (stereo not drawn)	-14%	1%	-20%	?	-7%	i	-1	20%	48%[activator]
COC(=O)c1ccc(COc2ccc(C=O)cc2)o1	-1%	0%	-15%	·	-11%	-7%	0	0%	31%
Cc1nc2ncnn2c(C)c1Cc1ccccc1Cl	-8%	1%	-7%	8%	-1%	-1%	-11	3%	50%[activator]
CN(C(=O)CSc1nc2cc([N+](=O)[O-])ccc2n1-c1ccc(F)cc1)C1CCS(=O)(=O)C1 (stereo not drawn)	-1%	17%	?	20µM*	79µM*	-7%	-3	-29%	25%
COc1ccc(C)cc1-n1c(SCC(=O)NC2CC2)nc2ccccc2c1=O	0%	9%	-16%	-1%[12.7 µM]	-4%	7%	6	-2%	42%[activator]
CCCCN(C(=O)CNC(=O)c1ccco1)C(C(=O)NC1CCCCC1)c1cccnc1 (stereo not drawn)	1%	10%	-21%	-7%	-2%	0%	-4	4%	11%
Cc1cc2c(cc1C)NC(c1nc3ccccc3[nH]1)C1=C(CC(C)(C)CC1=O)N2 (stereo not drawn)	29%	3%	-2%	6%	-12%	-2%	-1	-7%	15%
CCOc1ccc(C(C)NC(=O)c2cc(=O)[nH]c3ccccc23)cc1OCC (stereo not drawn)	1%	-4%	-14%	17%	-24%	-3%	5	-1%	-5%
CC(C)(C)c1ccc(C(=O)NCCOc2ccccc2)cc1	6%	-5%	-6%	·	-14%	-5%	1	?	24%
CCC(=O)N1CCN(CCN=CC2=C(O)CC(c3cccs3)CC2=O)CC1 (stereo not drawn)	-7%	-15%	-10%	-29%[59 µM]	-11%	7%	-1	-1%	21%
C/C(CC(=O)Nc1cccc2c1CCCC2)=N\NC(=O)COc1ccccc1	12%	-3%	-9%	3%[59 µM]	-15%	-5%	0	0%	16%
CCCN(C(=O)C(=O)Nc1ccc2nc3n(c(=O)c2c1)CCCCC3)c1ccc(OCC)cc1	-6%&2%	-2%&0%	-11%&-18%	18%	-19%&-3%	-3%&-7%	3&0	6%&-2%	14%&39%
CCOC(=O)COc1ccc(C)cc1-c1ccno1	-13%	-6%	-11%	-2%[12.7 µM]	4%	7%	5	18%	24%
COc1ccccc1-c1csc(NC(=O)c2ccc(N3C(=O)CCC3=O)cc2)n1	1%	7%	-13%	0%	-6%	·	-1	-6%	38%[activator]
CC(C)C(NS(=O)(=O)c1ccccc1)C(=O)N1CCCC1 (stereo not drawn)	-14%	-3%	-12%	·	4%	-2%	0	10%	31%
CCC(C)C(=O)Nc1nc(C)c(-c2csc(Nc3ccc(Cl)cc3)n2)s1 (stereo not drawn)	-1%	50%[activator]	-10%	2%[0.501 µM]	?	1%	-1	?	-23%
CCOC(=O)CN1C(=O)CN(c2ccc(C)c(C)c2)C1=O	5%	-5%	-11%	12%[59 µM]	-9%[57.1 µM]	-3%	4	-1%	-13%
COc1ccc(C2C3=C(CC(C)(C)CC3=O)OC(N)=C2[N+](=O)[O-])cc1 (stereo not drawn)	2%	0%	-4%	?	-8%	-5%	-3	-2%	29%
COc1ccc(N(CC(=O)NCCC2=CCCCC2)S(=O)(=O)c2ccccc2F)cc1	-7%	4%	-13%	14%[12.7 µM]	-17%	-12%	-9	-14%	-11%
Cc1c(-n2cc(C(=O)c3cc(Br)ccc3O)cc(C#N)c2=O)c(=O)n(-c2ccccc2)n1C	10%	?	-2%	-36%[59 µM]	-18%	5%	4	-6%	6%

JMJD2A Tudor inh: hit marks shown above.
SMILES	GLS inh	Pin1 inhibitor	Pol eta inh	G9a block	JMJD2A Tudor inh	PGK inhibitor	PI4K2A inh	BAZ2B block	HP1b chromo inh
CN(C(=O)CSc1nc2cc([N+](=O)[O-])ccc2n1-c1ccc(F)cc1)C1CCS(=O)(=O)C1 (stereo not drawn)	-1%	17%	?	20µM*	79µM*	-7%	-3	-29%	25%

(listing goes on)
SMILES	GLS inh	Pin1 inhibitor	Pol eta inh	G9a block	JMJD2A Tudor inh	PGK inhibitor	PI4K2A inh	BAZ2B block	HP1b chromo inh
O=C(COC(=O)CNC(=O)c1ccccc1Cl)NC1CC1	-1%	-2%	-14%	·	-3%	-8%	-2	·	45%[activator]
CCOCCCNCc1ccc(OC)cc1	-3%	-6%	-11%	-21%[12.7 µM]	4µM*	10%	10	?	-30%
Cc1cc(NC(=O)COC(=O)c2cc([N+](=O)[O-])ccc2N2CCOCC2)ccc1Br	-3%	9%	-22%	?	?	-4%	-4	-32%	3%
CN(CC(=O)NC(=O)NCc1ccccc1)CC(=O)Nc1ccc(Cl)c(Cl)c1	-6%	6%	-20%	?	-10%	-3%	5	-1%	33%
CCOC(=O)c1[nH]c2ccccc2c1NC(=O)CCN1CCN(C(=O)OCC)CC1	20%	-4%	2%	23%[2.33 µM]	-6%	0%	6	3%	22%
Cc1ccc(S(=O)(=O)NCCC(=O)NC(C)CCc2ccccc2)cc1 (stereo not drawn)	-5%	4%	-23%	2%	-16%	11%	1	6%	28%
CCN(CC)CCn1c2c(c(SCC(=O)NCc3ccccc3)nc1=O)CCC2	7%	-5%	-11%	-24%	-10%	i	1	12%	25%
Cc1c(CCOC(=O)C23CC4CC(CC(C4)C2)C3)sc[n+]1Cc1ccccc1	2%	0%	-19%	23%[59 µM]	-4%	-8%	-4	8%	17%
COC(=O)c1ccc(C23CC4(C2)[C@H](CN(C)[C@@H]4c2ccccc2)C3c2ccccc2)cc1 (stereo partly drawn)	5%	18%	10%	-31%[59 µM]	?	-7%	-4	?	0%
Cc1ccc(F)cc1NC(=O)c1ccc(NS(=O)(=O)c2ccc(Br)s2)cc1	8%	4%	-8%	15%[59 µM]	-18%	-2%	1	-1%	16%
COc1ccc(NC(=O)C(c2cc3c(cc2[N+](=O)[O-])OCO3)N2CCN(C=O)CC2)cc1 (stereo not drawn)	2%	-11%	7%	-19%	-11%	2%	2	-7%	1%
CCN(CC)C(=O)CN1CCC(n2c(C)nc3cc(C(F)(F)F)ccc32)CC1	5%	?	-4%	9%	5%	3%	6	-19%	33%
O=C(CCc1ccccc1)NCCS(=O)(=O)N1CCN(c2ccccc2)CC1	1%	-3%	-18%	-4%	-19%	-5%	1	8%	-7%
CCOc1ccc(N(CC(=O)NC2CCCC2)S(=O)(=O)c2ccccc2)cc1	2%	0%	-13%	-4%	-6%	-9%	-2	10%	-21%
NC(=O)C1CCN(c2nc(C3CC3)nc3c2nnn3Cc2ccccc2)CC1	3%	6%	-1%	2%[59 µM]	-12%	-3%	10	6%	9%
COc1cccc(CN(C)CC(=O)NNC(=O)c2ccc(Cl)cc2)c1	12%	1%	?	?	-16%	-10%	-3	-34%	46%[activator]
CCC(=O)N(C)C[C@@H]1Oc2ncc(Br)cc2C(=O)N([C@H](C)CO)C[C@H]1C	6%	·	5%	·	·	-4%	4	·	·
CC(=O)c1sc(N/N=C/c2ccc(C(C)C)cc2)nc1C	2%	18%	-20%	52%[activator]	5%	-2%	-1	·	43%[activator]
CC(CNC(=O)c1ccc(OC2CCN(Cc3ccccn3)CC2)cc1)Oc1cccnc1 (stereo not drawn)	3%	-2%	-13%	9%	-19%	-5%	0	-37%	13%
COc1ccccc1OCCC(=O)OCC(=O)Nc1ccc2c(c1)OCCO2	-21%	-11%	-11%	·	-21%	0%	-6	·	-3%
NS(=O)(=O)c1cccc(NC(=O)CSc2nnc(NC3CC3)s2)c1	6%	·	3%	·	·	-6%	0	·	·
O=C(Nc1ccccc1C(F)(F)F)c1c(F)cccc1Cl	13%	-4%	-3%	·	-14%	-20%	-3	-6%	-8%
Cc1ccc(NC(=S)c2ccc(N(C)C)cc2)cc1	11%	-8%	-8%	-5%[59 µM]	-15%[57.1 µM]	-8%	0	-5%	38%
CN(C)C(CNC(=O)c1cccc(S(=O)(=O)Nc2ccc(SC(F)F)cc2)c1)c1ccccc1 (stereo not drawn)	3%	-4%	-27%	·	-35%	-8%	-2	·	19%
Fc1ccc(C(CCNCc2ccccn2)c2ccc(Cl)cc2)cc1 (stereo not drawn)	0%	4%	-21%	-3%	?	i	-1	?	?
CCOC(=O)C1=C(CNCCOc2ccc(OC)cc2)NC(=O)NC1c1ccc2c(c1)OCO2 (stereo not drawn)	10%	4%	-19%	1%	-32%	-9%	4	?	6%
Cc1nc(N2CCN(c3ccccn3)CC2)c2c(C)c(C(=O)N3CCN(c4ccc(F)cc4)CC3)sc2n1	0%	1%	-27%	-9%	-28%	i	-2	?	-21%
CN(C)S(=O)(=O)c1ccc(C(=O)OCC(=O)c2ccc3c(c2)NC(=O)CO3)cc1	14%	-2%	-15%	-6%	-16%	-5%	4	-8%	-8%
CCC1Nc2ncnc(N3CCCCC3)c2N(Cc2ccc(Cl)cc2)C1=O (stereo not drawn)	4%&24%	12%	-16%	·	?	i	-4&0	·	56%

Assay outcomes as filed in PubChem.
